Screening data as filed in PubChem.
Salmonella PhoP GFP = PhoP regulon inhibitors, Salmonella typhi PhoP promoter GFP reporter, confirmatory (AID 1850). 310,000 compounds, 0.33% hits. one-dose inhibition, % at 50 µM; IC50 in µM for titrated hits. Salmonella Typhi PhoP-promoter GFP reporter, fluorescence, 4 h; higher % means a stronger effect; in the data active = a potency from the dose series; inconclusive = inhibition mostly from about 25% at the one dose, without a potency; inactive = the rest, 99 in 100 with inhibition below about 19%;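 also: 0% = induced wells with vehicle and 100% = uninduced wells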
VEEV TC-83 Vero = inhibitors of VEEV TC-83 cytopathic effect, confirmation, Vero cells (AID 588727). Vero cells, VEEV TC-83 cytopathic effect inhibition; higher % means a stronger effect. inhibition, % at 20 µM; hits with a dose series show IC50 in µM. 350,000 compounds, 0.13% hits; in the data active = a potency from the dose series; inconclusive = inhibition mostly from about 14% at the one dose, without a potency; inactive = the rest, 99 in 100 with inhibition below about 12%; also: strong numbers were not always called active
H37Rv inhibition = M. tuberculosis growth inhibition, HTS (AID 449762); M. tuberculosis H37Rv growth inhibition, 7H9 media; higher % means a stronger effect; inhibition, % at 25 µM; hits with a dose series show IC50 in µM; 330,000 compounds, 0.59% hits; in the data active = a potency from the dose series; inconclusive = inhibition above about 70% without an active follow-up result;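 also: bacterial growth assessed after seven days of incubation; strong numbers were not always called active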
tuberculosis growth = growth inhibition of non-replicating M. tuberculosis (AID 488890) | 320,000 compounds, 0.39% hits | Mycobacterium tuberculosis non-replicating, growth inhibition; higher % means a stronger effect | inhibition, % at 25 µM, or IC50 in µM where a hit was titrated; in the data active = a potency from the dose series; inconclusive = inhibition mostly from about 82% at the one dose, without a potency; inactive = the rest, 99 in 100 with inhibition below about 76%;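 also: plate controls were DMSO cells for no effect and high antibiotic wells for full effect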
influenza NS1A = NS1A inhibition, H1N1 influenza, cell based functional assay (AID 504329) | NS1A functional cell-based assay, percent inhibition; higher % means a stronger effect | inhibition, % at 12.5 µM; hits with a dose series show IC50 in µM | 340,000 compounds, 0.3% hits; in the data active = a potency from the dose series; inconclusive = inhibition above about 27% without an active follow-up result; also: strong numbers were not always called active
VEEV TC-83 Vero 10K pilot screen = recorded beside VEEV TC-83 Vero, whose call it bears; inhibition, %; measured here: 10K pilot screen inhibition
An asterisk follows results filed as active; i = inactive; ? = inconclusive; . = not tested or not shown.

SMILES | Salmonella PhoP GFP | VEEV TC-83 Vero | H37Rv inhibition | tuberculosis growth | influenza NS1A | others
O=C(CSc1nc(-c2ccco2)cc(C(F)(F)F)n1)NC1CCCC1 | -1% | 5.3% | -5% | -3% | 28%
C/C(=N\Nc1nc(C(C)(C)C)cs1)c1ccc(O)cc1 | -4% | 1.9% | 6% | -8% | 13%
O=C(NC1CCCC1)C1CCCN(S(=O)(=O)c2cccc3cccnc23)C1 (stereo not given) | -3% | i | -6% | -36% | -4%
CS(=O)(=O)N1CCC(Oc2ccccc2C(=O)N2CCNC(=O)C2)CC1 | 7% | 1.6% | -2% | -1% | -5%
NC(=O)C1(c2ccccc2)CCCN1C(=O)c1ccc(Br)cc1 (stereo not given) | -2% | 0.5% | 1% | 15% | 2%
COc1ccc(S(=O)(=O)n2oc(=O)cc2-c2ccccc2)cc1OC | -1% | i | 2% | . | 6%
Cc1cc(C(=O)OCn2nnc3ccccc3c2=O)c(C)o1 | 4% | 7.1% | -4% | 15% | 2%
CC(C)CC(OC(=O)c1ccc(Cl)nc1)C(=O)NC1CCCC1 (stereo not given) | 3% | 0.0% | -3% | -3% | 9%
COc1cccc(-c2nc(CS(=O)(=O)CC(=O)NCCc3ccc(C)cc3)c(C)o2)c1 | -18% | 1.9% | -4% | 9% | 0%
Cc1nc2cc(NCc3cccs3)ccc2n1C | 14% | 1.2% | 2% | -11% | -7%
Cc1nn(-c2ccccc2)c(NC(=O)c2cccs2)c(-c2ccc(Cl)cc2)c1=O | 8% | 1.5% | -2% | 46% | -3%
COc1ccccc1NC(=O)CS(=O)(=O)c1cn(CC(=O)N(C(C)C)C(C)C)c2ccccc12 | -7% | 7.2% | -2% | 5% | -12%
CCCCCn1nc(C)c(/C=N/NC(=O)c2ccoc2C)c1C | -12% | 1.2% | -7% | 0% | 10%
CNC(=O)c1ncnnc1N(C)C(=O)NCc1ccccc1 | -3% | 4.3% | -13% | -6% | 16%
COc1ccc(OC)c(NC(=O)C(=O)NNC(=O)COc2ccc(Br)cc2C)c1 | 4% | 2.1% | ? | 60% | -3%
O=C(Nc1ccccc1C(=O)NCc1ccc(Cl)cc1)c1ccco1 | 7% | 0.6% | 7% | 20% | 3%
Cn1c(=O)[nH]c(=O)c2c1nc(Br)n2CCCCSc1nc2ccccc2o1 | -11% | i | -10% | 46% | -1%
CCc1ccccc1NC(=O)Nc1ccc2c(c1)OCO2 | -12% | 1.9% | -4% | -8% | -2%
C=CCn1c(O)c(N=NC(=O)CNC(=O)/C=C/c2ccco2)c2ccccc21 | -10% | 0.2% | 1% | 10% | -9%
O=C(NCc1cccc(Cl)c1)C1CCC(=O)N(CC2CCCCC2)C1 (stereo not given) | 19% | 4.2% | 11% | -4% | 14%
COc1ccc(-n2c(Cc3cc(=O)[nH]c(=O)[nH]3)nnc2SCC(=O)NC2CCCC2)cc1 | 3% | i | 6% | 4% | -3%
COc1ccc(C(=O)N2CCNC(=O)C2CC(=O)Nc2cccc(Cl)c2Cl)cc1 (stereo not given) | 4% | 4.1% | 8% | -4% | 4%
O=C(COC(=O)C1CC1)Nc1ncc(Cl)cc1Cl | -4% | 1.8% | 29% | 8% | -5%
CCn1c(CNC(=O)c2ccc3c(c2)OCO3)nnc1SCC(=O)Nc1ccccc1F | -5% | 0.8% | -4% | -1% | 7%
C/C(Cc1ccccc1)=N\NC(=O)CNC(=O)Cc1ccc(Cl)cc1 | 2% | 0.6% | -15% | -6% | -17%
O=C1NC2(CCCCC2)C(=O)N1c1cccc(Cl)c1 | -1% | 0.6% | -3% | -2% | 24%
Cc1c(N2C(=O)/C(=C/c3ccc(N(C)C)cc3)N(C)C2=S)c(=O)n(-c2ccccc2)n1C | . | 4.1% | . | . | 18%
CCCC(C)NC(=O)COC(=O)c1ccc(Cl)c(S(N)(=O)=O)c1 (stereo not given) | 13% | 1.0% | -1% | -2% | 2%
O=C(Nc1cccc2ncccc12)c1cccnc1 | 0% | 0.1% | 4% | 5% | 5% | VEEV TC-83 Vero 10K pilot screen=1.7
O=S1(=O)CC(O)C(Nc2ccc(Cl)cc2)C1 (stereo not given) | -2% | 0.3% | -5% | 7% | -1%
COc1ccc(-n2cnnc2SCC(=O)Nc2cc(C)on2)cc1 | 12% | 0.6% | -1% | -9% | -20%
O=C1c2ccccc2-c2c1cccc2C(=O)N1CCN(C(=O)c2ccco2)CC1 | -3% | i | 7% | -7% | 1%
Cc1cc(Cl)c(OCCCn2cncn2)c(Br)c1 | -10% | i | -6% | 19% | 1%
C=CCn1c(=N)n(CC(=O)c2cccc([N+](=O)[O-])c2)c2ccccc21 | -4% | 0.1% | 2% | 5% | 1%
COc1ccc(CNC(=S)Nc2cccc(F)c2)cc1 | 1% | i | 4% | ? | -8%
Cc1cccc(N=Nc2cn[nH]c2-c2ccco2)c1 | 2% | 2.3% | ? | 26% | 2%
O=C(Nc1cccc(C(F)(F)F)c1)c1cc[n+]([O-])cc1 | -8% | 0.3% | 1% | -7% | 5%
CCOC(=O)CN1C(=O)N[C@@H](c2ccco2)C(C(C)=O)=C1C | 4% | 0.1% | -2% | -4% | -24%
C/C=C\C(=O)Nc1cccc(C2=NOC3(C2)C[C@@H](C(N)=O)N(C(=O)C2(C)CC2)C3)c1 (stereo not given in full) | 8% | 0.1% | -8% | 3% | 8%
O=C(CCc1nc2ccccc2[nH]1)NC1CCCCC1 | -5% | 0.6% | 2% | . | -4%
C=CCOC(=O)C1=C[C@H](c2cn(C(C)=O)c3ccccc23)C[C@H](OCc2ccc(CO)cc2)O1 | -8% | 10% | 4% | 23% | 8%
N#Cc1ccc(COC(=O)c2ccc3c(c2)OCO3)cc1 | -10% | 5.7% | 0% | 67% | -2%
COc1cc(NC(=O)COC(C)=O)cc(OC)c1OC | -5% | i | -1% | -6% | 3%
Cc1[nH]nc(N2CCCCC2)c1[N+](=O)[O-] | 3% | 3.9% | -2% | -18% | -44%
O=C(CNC(=O)C1CCCCC1)OCn1nnc2ccccc2c1=O | -18% | i | 13% | -11% | -15%

Structures above that have a furan ring, fused or not (8):
SMILES | Salmonella PhoP GFP | VEEV TC-83 Vero | H37Rv inhibition | tuberculosis growth | influenza NS1A | others
O=C(CSc1nc(-c2ccco2)cc(C(F)(F)F)n1)NC1CCCC1 | -1% | 5.3% | -5% | -3% | 28%
Cc1cc(C(=O)OCn2nnc3ccccc3c2=O)c(C)o1 | 4% | 7.1% | -4% | 15% | 2%
CCCCCn1nc(C)c(/C=N/NC(=O)c2ccoc2C)c1C | -12% | 1.2% | -7% | 0% | 10%
O=C(Nc1ccccc1C(=O)NCc1ccc(Cl)cc1)c1ccco1 | 7% | 0.6% | 7% | 20% | 3%
C=CCn1c(O)c(N=NC(=O)CNC(=O)/C=C/c2ccco2)c2ccccc21 | -10% | 0.2% | 1% | 10% | -9%
O=C1c2ccccc2-c2c1cccc2C(=O)N1CCN(C(=O)c2ccco2)CC1 | -3% | i | 7% | -7% | 1%
Cc1cccc(N=Nc2cn[nH]c2-c2ccco2)c1 | 2% | 2.3% | ? | 26% | 2%
CCOC(=O)CN1C(=O)N[C@@H](c2ccco2)C(C(C)=O)=C1C | 4% | 0.1% | -2% | -4% | -24%

The list goes on:
SMILES | Salmonella PhoP GFP | VEEV TC-83 Vero | H37Rv inhibition | tuberculosis growth | influenza NS1A | others
Cc1ccc2nsnc2c1NC(=O)CCc1ccccc1 | -6% | i | -14% | -17% | -6%
Cc1cnc(C(=O)OCC(=O)Nc2ccc3c(c2)OCCO3)cn1 | . | i | -6% | 2% | -5%
O=C1N(Cc2cccc(Cl)c2)C[C@@H]2C[C@@H](c3ccsc3)N3CCC[C@@]123 | -6% | i | -8% | -6% | 1%
C/C(CC(=O)NC1CCCCC1)=N\NC(=O)c1ccccc1C | -3% | 1.7% | 1% | -19% | -8%
Cc1ccc(S(=O)(=O)N2CCN(C(=O)CCOc3ccccc3C)CC2)cc1C | . | 6.4% | . | . | -1%
CCOc1ccccc1N1CC(C(=O)N2CCN(Cc3ccc(C#N)cc3)CC2)CC1=O (stereo not given) | . | 1.7% | 4% | 1% | -5%
CCOc1ccc(S(=O)(=O)N2CCC(C(=O)NC3CC3)CC2)cc1Cl | 3% | 0.7% | 3% | -10% | -8%
O=C1CN(C(=O)COC(=O)c2ccc(C(F)(F)F)cc2)c2ccccc2N1 | . | 1.5% | 1% | -4% | -1%
O=C(Cn1ncc(Cl)c(Cl)c1=O)NC1CCCCC1 | . | 12% | ? | 69% | -16%
O=C(Nc1ccccc1N1CCCCC1)C1CCN(S(=O)(=O)c2cccc(C(F)(F)F)c2)CC1 | -1% | 4.3% | 4% | -4% | -11%
O=C(NCc1cccs1)c1cnc(Cl)c(Cl)c1 | -22% | 0.4% | 5% | 75% | -7%
Nc1ccc(C2(c3ccc(N)cc3)c3ccccc3C(=O)c3ccccc32)cc1 | -12% | 0.5% | 3% | 1% | 2%
C/C(Cl)=C\C[N+](C)(C)CC(=O)OCCc1ccccc1 | -4% | 2.0% | -2% | -8% | .
COc1ccc(NC(=O)c2ccccc2-c2ccccc2)c(C)c1 | -9% | 0.3% | ? | 43% | -5%
COC(=O)c1cccnc1-n1c(=O)c2cccnc2n(Cc2ccc(Cl)cc2)c1=O | -10% | 0.7% | -5% | 22% | -1%
C/C(=N/NC(=O)c1cccc(Br)c1)C1CC2CCC1C2 (stereo not given) | -6% | i | -10% | 0% | -12%
COc1ccc(NC(=O)Cc2ccc(C)c(C)c2)cc1Cl | -3% | 1.8% | -4% | 5% | -5%
CC1(CC(=O)Nc2ccccc2)NC(=S)N(c2ccccc2)N1 (stereo not given) | 6% | 1.9% | -5% | 15% | 9%
CC(C)CC(=O)C1CCCN(C(=O)c2ccc3oc(Cc4ccccc4)nc3c2)C1 (stereo not given) | -8% | 6.3% | -6% | 13% | 20%
COc1ccc(NC(=O)CSc2cn[nH]n2)c(OC)c1 | -3% | 1.7% | -1% | 15% | 6%
C=CCNc1nc(C(=O)OCC(=O)c2ccc(Cl)cc2)cs1 | 0% | 3.7% | -3% | 78% | -1%
O=C(Cc1cccs1)Nc1ccc(S(=O)(=O)N2CCCCC2)cc1 | -2% | 1.1% | 10% | 20% | -8%
CN(Cc1ccccc1)C(=O)COC(=O)c1cc2ccccc2oc1=O | . | 0.5% | 20% | 38% | -15%
c1ccc(CN2CCN(CCCNc3ccc4nnc(-c5ccccc5)n4n3)CC2)cc1 | -12% | 7.9% | 19µM* | . | 11%
O=C(Nc1cccc(OCC(=O)N2CCOCC2)c1)c1cccc(Cl)c1 | -6% | 3.1% | -14% | -4% | -1%
Cc1cnc(NC(=O)c2cccc(S(=O)(=O)N3CCOCC3)c2)s1 | . | 7.7% | -8% | 19% | -13%
CC(C)(C)NS(=O)(=O)c1ccc(NC(=O)c2cc(-c3ccccc3)nc3ccccc23)cc1 | 1% | 3.2% | -17% | 5% | 8%
CNc1ccc(Oc2nc([N+](=O)[O-])nn2C)cc1 | 5% | i | 6% | -3% | -3%
CCCCNS(=O)(=O)c1cc2c3c(c1)CCN3C(=O)CC2 | -7% | 0.5% | 4% | -6% | 1%
CCOc1ccc(Nc2cc(C)nc3ccc(C)cc23)cc1 | 13% | 0.0% | ? | ? | 2%
Cc1ccc(Cn2c(SCC(C)C)nc3c2c(=O)[nH]c(=O)n3C)cc1 | -5% | 0.7% | 4% | 11% | 2%
Cc1c(C(=O)NCC(c2ccco2)N2CCCC2)sc2ccccc12 (stereo not given) | . | 1.3% | -5% | 28% | -19%
CN(C)C(=O)CSCc1c(Cl)cccc1Cl | 14% | 2.0% | 0% | -32% | 0%
CC(C)=CCCC(C)N(C=O)C(C)CCC=C(C)C (stereo not given) | -6% | 0.5% | -5% | 16% | -26%
CCOC(=O)/C=C1\CN(C(C)c2ccccc2)S(=O)(=O)c2ccccc21 (stereo not given) | -4% | i | -7% | 21% | -5%
N#Cc1cccc(NC(=O)N2CCC(c3nc4c(nnn4Cc4cccc(Cl)c4)c(=O)[nH]3)CC2)c1 | -6% | i | 12µM* | 65% | 18%
CC(Nc1ncnc2sccc12)c1ccccc1 (stereo not given) | 0% | i | -4% | 12% | -3%
c1cncc(CNc2nc(N3CCOCC3)nc(N3CCOCC3)n2)c1 | -3% | i | -8% | -20% | -5%
O=C(Nc1ccc(Br)cc1)N1CCCC(O)C1 (stereo not given) | 9% | 1.5% | 2% | 0% | 8%
Cc1c(Cl)cccc1Nc1ccccc1C(=O)O | -21% | i | 40% | 52% | 1%
